# PrPC TRFRET – reduces human prion protein on the cell surface. cell surface PrPC, TR-FRET read-out. inhibition, % at 13.8 µM. hit rate 0.43% among 370,000; in the data active means inhibition above about 24%; further: 0% = median of the test wells and 100% = reference compound wells
# FadD28 FP inh – inhibitors of Mycobacterium tuberculosis FadD28 bisubstrate binding; FadD28 bisubstrate probe binding, fluorescence polarization; inhibition, % at 12.5 µM; hit rate 0.22% among 360,000; AID 588549; in the data active means inhibition above about 8.5%, passing the limit was not always enough; inconclusive means no clear call, values can overlap the other calls
# Y pestis TopoI – Y. pestis Topo-I inhibition via cleavage products; Y. pestis Topo-I cleavage product accumulation, plate reader; activity, % at 10 µM; hit rate 0.064% among 360,000; in the data active means activity above about 50%, passing the limit was not always enough; inconclusive means no clear call, values can overlap the other calls; further: inactives centre near 2
# Anthrax LF prot – anthrax lethal factor protease inhibition; P15917; multiplex microsphere protease cleavage assay, LF; inhibition, % at 10 µM; hit rate 0.12% among 360,000; further: plate controls were buffer without enzyme for full effect and enzyme alone for no effect
# PfHsp40 rescue – compounds rescuing yeast from Plasmodium falciparum HSP40 toxicity; hit rate 0.68% among 340,000; growth rescue, % at 12.5 µM; S. cerevisiae expressing PfHsp40, growth rescue, ATP luminescence; AID 504582; in the data active means growth rescue above about 28%, passing the limit was not always enough; inconclusive means no clear call, values can overlap the other calls;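 further: yeast W303a lacking pdr1 and pdr3 grown in galactose medium; growth measured after three days at 30 °C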
# CCHF vOTU inh – CCHFV vOTU protease inhibition; Pep-AMC fluorescence; inhibition, % at 11.5 µM; hit rate 0.55% among 370,000; in the data active means inhibition above about 30%; further: 0% = vehicle wells with enzyme and 100% = no enzyme wells
# BoNT-A LC inh2 – inhibitors of Botulinum neurotoxin A light chain protease | hit rate 0.17% among 360,000 | multiplex microsphere protease substrate cleavage, flow cytometry | inhibition, % at 10 µM; further: plate controls were buffer without enzyme for full effect and enzyme alone for no effect
# BoNT F protease – BoNT F light chain protease inhibition | Multiplex microsphere protease cleavage assay, flow cytometry | inhibition, % at 10 µM | hit rate 0.22% among 360,000 | AID 588497; in the data active means inhibition above about 35%, passing the limit was not always enough; inconclusive means no clear call, values can overlap the other calls; further: plate controls were buffer without enzyme for full effect and enzyme alone for no effect
# TcdB inh – blocks C. difficile toxin B glycohydrolase activity | P18177 | TcdB glycohydrolase enzymatic assay, plate reader | inhibition, % at 9.99 µM | hit rate 0.24% among 350,000; in the data active means inhibition above about 10%
# An asterisk follows results filed as active; ? = inconclusive; · = not tested or not shown. Unless noted, no stated cut-off is given here; in the data, active means inhibition above about 30%; inconclusive means no clear call, values can overlap the other calls; inactive means below that. Compounds were not picked by outcome. Share with any hit: about 2.3%.
SMILES,PrPC TRFRET,FadD28 FP inh,Y pestis TopoI,Anthrax LF prot,PfHsp40 rescue,CCHF vOTU inh,BoNT-A LC inh2,BoNT F protease,TcdB inh
O=C(NCC1CCCO1)c1cn(Cc2ccccc2Cl)nc1-c1ccccc1 (stereo not given),-4,-1.2,10,-2,0.0,2,0.3,6,-0.9
CCOC(=O)c1cc2c(=O)n3ccccc3nc2n(Cc2ccco2)c1=NC(=O)c1ccccc1OCC,-15,-4.1,23,2,0.5,-84,3.5,3,-0.8
O=C1/C(=C/c2cccs2)SC(=S)N1CCCC(=O)N(CCO)c1ccccc1,3,-0.7,28,11,0.6,15,1.8,11,-1.1
Cn1nc(C(=O)Nc2sccc2C(N)=O)ccc1=O,-8,-1.3,-2,-1,-0.2,10,0.6,-3,·
CC1CCC(NC(=O)CSc2nnnn2C)CC1 (stereo not given),-12,-4.1,-12,-1,0.1,10,-0.4,-6,1.2
CCOC(=O)c1ccc(S(=O)(=O)N2CCNCC2)cc1,1,-1.3,-3,-2,0.2,-2,0.8,2,·
O=C(CN1CCN(C(=O)c2ccc(-c3nc4ccccc4s3)o2)CC1)Nc1cccc(F)c1,-4,-1.5,1,-2,·,15,-0.1,-6,1.7
NS(=O)(=O)c1cccc(NC(=O)CN2CCC(Cc3ccccc3)CC2)c1,5,0.0,9,-1,-0.5,-1,0.7,2,1.0
CCOC(=O)c1ccccc1NC(=O)CSc1ccc(-c2cccnc2)nn1,-3,-1.4,20,-1,1.5,-6,-0.6,4,1.8
COc1ccccc1N1CCN(S(=O)(=O)CCNC(=O)C2CC2)CC1,-2,0.3,9,4,-0.4,12,2.6,3,1.6
COc1cccc(C(=O)NCC(=O)N/N=C/c2cccnc2)c1,-7,0.4,5,4,0.2,6,-0.5,4,0.9
CC(C)(C)NC(=O)C(=O)NNC(=O)c1ccco1,-7,-0.1,-10,-4,-0.5,4,-1.7,-3,0.4

# The closing 5 compounds of the part above lead into the next:
SMILES,PrPC TRFRET,FadD28 FP inh,Y pestis TopoI,Anthrax LF prot,PfHsp40 rescue,CCHF vOTU inh,BoNT-A LC inh2,BoNT F protease,TcdB inh
NS(=O)(=O)c1cccc(NC(=O)CN2CCC(Cc3ccccc3)CC2)c1,5,0.0,9,-1,-0.5,-1,0.7,2,1.0
CCOC(=O)c1ccccc1NC(=O)CSc1ccc(-c2cccnc2)nn1,-3,-1.4,20,-1,1.5,-6,-0.6,4,1.8
COc1ccccc1N1CCN(S(=O)(=O)CCNC(=O)C2CC2)CC1,-2,0.3,9,4,-0.4,12,2.6,3,1.6
COc1cccc(C(=O)NCC(=O)N/N=C/c2cccnc2)c1,-7,0.4,5,4,0.2,6,-0.5,4,0.9
CC(C)(C)NC(=O)C(=O)NNC(=O)c1ccco1,-7,-0.1,-10,-4,-0.5,4,-1.7,-3,0.4
CSc1ccccc1NC(=O)CN(C)C(=O)C(C)SCc1nc2sc(C)c(C)c2c(=O)[nH]1 (stereo not given),8,-3.9,36,-4,1.2,18,-0.6,-6,0.4
Cc1ccc(C2(c3noc(CN(C)Cc4cccnc4)n3)CCCC2)cc1,1,-2.8,17,-4,2.8,5,-0.1,-7,1.5
COc1cc(SC)ccc1C(=O)Nc1nc(C)cc(C)n1,9,-2.4,2,·,0.6,-6,·,·,-7.9
CN(Cc1ccccc1)C(=O)c1cccc(NC(=O)Cc2ccc(NC(=O)C3CCN(C(=O)CCc4ccccc4)CC3)cc2)c1,10,-3.8,11,-2,0.4,0,0.0,-2,0.4
O=C(Cn1cc([N+](=O)[O-])ccc1=O)NCc1ccc(Cl)cc1Cl,-10,-4.8,-1,2,-1.4,0,1.2,3,-0.3
CC(=O)Nc1ccc(NS(=O)(=O)c2ccc3[nH]c(=O)[nH]c3c2)cc1,4,-1.9,9,-2,-2.3,-5,0.5,-4,0.5
Cc1cc(C(=O)N/N=C(\CCC(=O)O)c2cccs2)c2ccccc2n1,3,0.0,2,-3,-0.6,7,-0.9,1,3.2
CCc1c(C)sc(NC(=O)Cc2ccccc2C)c1C(=O)N1CCOCC1,2,-3.3,-10,1,-0.8,21,-0.7,-14,0.6
O=C(Nc1nncs1)c1cccc(S(=O)(=O)N2CCOCC2)c1,-5,0.0,7,0,-0.2,-5,0.7,0,·
CCOC(=O)CCCCCC(=O)Nc1ccc2c(c1)C(=O)N([C@H](C)CO)C[C@@H](C)[C@H](CN(C)S(=O)(=O)c1cn(C)cn1)O2,7,-1.9,12,2,-0.8,-8,-0.5,-8,0.9
CCCC(C)c1nnc(NC(=O)C(=O)OCC)s1 (stereo not given),-2,-1.5,2,-6,-1.3,-9,-1.3,-4,2.6
COc1cc(/C=C/C(=O)OCC(=O)N2CCN(S(=O)(=O)c3ccc(C)cc3C)CC2)ccc1O,-5,1.1,28,0,1.4,13,0.0,-6,·
CC(C)CC1NC(=O)c2cc3ccccc3cc2-n2c1nc1ccc(F)cc1c2=O (stereo not given),3,-1.2,-7,-4,·,-3,-0.3,-6,-5.5
COC(=O)C1=C(CN2CCc3ccccc32)NC(=O)NC1c1cc(C)ccc1C (stereo not given),-3,-4.2,-1,13,-0.3,1,10,-23,·
COc1ccc(-c2nnn(CC(=O)c3ccc4c(c3)OCCO4)n2)cc1OC,-15,5.0,6,-14,0.3,2,-0.3,-5,·
CCOc1ccc(NC(=O)C2CCCN(S(=O)(=O)c3cnc[nH]3)C2)cc1 (stereo not given),·,-4.7,-1,-5,-1.3,·,0.0,4,·
CS(=O)(=O)N(CCc1ccccc1)CC(=O)NCc1ccccc1,-3,-2.4,-3,0,0.9,-9,-0.8,-9,0.7
COc1ccc(CCN2CC(C(=O)NCCc3ccccc3C)CCC2=O)cc1 (stereo not given),-2,0.2,9,4,2.4,-7,-1.9,0,1.1
c1cnc(OCCN2CC2)cn1,-3,-2.8,7,0,2.1,19,0.2,-4,0.9
CN(C(=O)COC(=O)COc1ccc2ccccc2c1)c1c(N)n(Cc2ccccc2)c(=O)[nH]c1=O,-5,-0.5,-7,-13,-0.8,30*,-0.5,-6,0.9
CC(C)COc1ccc(-c2nn(-c3ccccc3)cc2C(=O)Nc2nccs2)cc1,1,-9.2,1,5,0.0,14,0.5,-8,·
CS(=O)(=O)c1ccc(C(=O)OCC(=O)NC23CC4CC(CC(C4)C2)C3)cc1[N+](=O)[O-],0,-1.6,8,0,-0.7,10,0.0,-2,0.0
O=[N+]([O-])c1cc(C(F)(F)F)cc([N+](=O)[O-])c1NCCCNc1ccc([N+](=O)[O-])c2cccnc12,0,-1.4,-7,-5,0.7,3,-1.3,-17,·
Oc1c(Br)cc(-c2ccccc2)cc1Br,9,4.0,1,-2,580*,15,-0.3,-2,2.9
COc1cc(NC(=O)CCN2CCN(CCO)CC2)cc(OC)c1,-4,-1.6,0,-6,-0.9,-8,1.0,-4,-1.1
NS(=O)(=O)c1ccc(NC(=O)COC(=O)C2CC(=O)N(Cc3ccccc3)C2)cc1 (stereo not given),7,-2.4,-1,0,-0.8,7,-0.7,-1,1.6
CCc1ccc(NS(=O)(=O)c2cc3[nH]c(=O)c(=O)[nH]c3cc2C)cc1,-1,-6.9,-3,1,-0.3,15,0.5,1,1.1
O=C(Cn1c(=O)c2sccc2n(Cc2cccc([N+](=O)[O-])c2)c1=O)NCCc1ccccc1,-6,-3.1,1,-1,-0.1,13,-0.5,-6,0.8
CC1(Oc2ccccc2-c2ccn[nH]2)CCN(Cc2ccc(OC(F)(F)F)cc2)C1 (stereo not given),-4,-1.2,20,0,·,24,-0.1,-10,0.9
O=C(Nc1nnc(C2CC2)s1)C1CCCO1 (stereo not given),-5,-0.4,8,4,1.0,1,0.4,4,0.0
CCOc1ccc2c(c1)nc(NCCCO)n2Cc1ccccc1,-8,-2.1,-4,-4,-1.1,-11,-0.5,4,1.4
COc1ccc2[nH]cc(S(=O)(=O)c3ccc(C(C)C)cc3)c(=O)c2c1,1,-2.5,-10,0,-1.9,19,0.1,0,0.8
O=C(CSc1nnc(-c2cnccn2)n1Cc1ccco1)c1ccc2ccccc2c1,1,-5.4,2,0,1.5,3,?,-3,·
CC1CCc2c(sc(Nc3nc4c(F)cccc4s3)c2C(N)=O)C1 (stereo not given),6,0.0,11,0,-0.5,8,1.3,-4,·
COc1ccc(Cl)cc1NC(=O)CN(C)CC(=O)N1CC(=O)Nc2ccccc21,-10,-0.8,10,-3,1.6,11,-0.1,0,-0.7
CCN(CC)CCN(C)C(c1ccnc2ccccc12)c1nnnn1-c1ccc2c(c1)OCCO2 (stereo not given),-4,·,·,-2,·,-5,-0.1,-8,2.1
O=S(=O)(c1cccs1)N1CN(Cc2ccc(F)cc2)c2nc3ccccc3nc21,5,0.2,38,-5,1.5,-1,0.1,-4,·
COC(=O)c1ccc(CNC(=O)c2ccc(S(=O)(=O)N3CCCCCC3)cc2)cc1,4,1.1,11,0,-1.0,1,0.1,3,1.5
CC1(C)CC(NC(=O)C2CCN(S(=O)(=O)c3ccc(F)cc3)CC2)CC(C)(C)N1,-1,-1.0,-3,-2,-1.0,-1,-0.9,-1,0.6
O=C(NCCCOC(=O)c1ccccc1)c1ccccc1,6,-0.3,4,4,-0.2,-12,-0.2,-3,0.9
O=C(OCC(=O)N1CCN(C(=O)c2ccco2)CC1)c1cccc(S(=O)(=O)N2CCc3ccccc32)c1,8,-0.6,3,6,1.7,-2,-0.6,12,0.4
COc1cc(/C=N/NC(=O)c2cc(-c3cccn3C)n[nH]2)cc(OC)c1OC,-1,0.1,0,-4,0.5,6,0.2,-1,·
CCOC(=O)c1sc(NC(=O)CCCn2nc([N+](=O)[O-])c(Cl)c2C)c(C(=O)OCC)c1C,-3,-1.9,-1,-3,-0.2,-10,-0.4,-1,0.2
CN(Cc1cccc(C(F)(F)F)c1)C(=O)C1CCC(=O)N(CC2CCCCC2)C1 (stereo not given),-2,-2.1,15,-2,-0.2,12,-2.5,7,2.7
CCCc1nnc(NC(=O)c2oc3ccccc3c2COCC)s1,-1,-3.2,5,3,-1.9,5,-0.3,-8,1.0
Cc1ccc(NCc2nnc(SCC(=O)NCCc3ccccc3)n2C)cc1,·,-1.7,-6,1,-1.0,·,0.3,-2,0.9
CN1CCN(C(=O)C2C3C=CC(C3)C2C(=O)O)CC1 (stereo not given),2,-1.2,3,0,0.9,7,0.9,0,·
CC(=O)c1ccc(NC(=O)CCNC(=O)c2ccc(Cl)cc2)cc1,4,0.1,0,14,9.8,-20,-2.3,9,0.5
CCc1nc2c(OCCn3cccc3)cccn2c1N(C)C(=O)c1ccccc1F,-4,-1.8,2,2,·,4,0.5,1,0.5
CCn1nc(C)c(NS(=O)(=O)c2ccc(C)cc2)c1C,5,-0.8,0,1,-1.0,3,-0.4,-4,·
CCN(CC(=O)NCc1ccccc1Cl)CC(=O)Nc1c(F)cccc1F,-18,-2.4,-3,-7,0.2,3,-1.5,-11,0.8
O=S1(=O)CCN(Cc2cccc(C(F)(F)F)c2)CC1,1,0.4,-9,-1,-0.4,-11,0.4,-4,1.3
CCOC(=O)c1c(C)nc2sc(C(=O)Nc3ccc(C(C)=O)cc3)c(N)c2c1-c1ccc(OC)cc1,-2,-2.4,1,12,-1.1,4,14,0,·
COc1ccc(C(=O)CSc2cc(C)nc3nc(C)nn23)cc1OC,4,1.8,6,0,-1.0,11,0.3,7,·
COc1ccc(S(=O)(=O)n2nc(C)cc2C)cc1OC,3,-3.9,4,-4,1.3,-3,0.9,-1,1.7
Nc1nc(CSCc2ccccc2)nc(N2CCOCC2)n1,6,-0.2,-6,1,-0.1,-1,0.3,-4,·
COc1ccc(Cn2cc(CN3CCS(=O)(=O)N(Cc4ccc(-c5cccc(Cl)c5)cc4)C(C)C3=O)nn2)cc1 (stereo not given),-8,-0.8,31,-7,-1.0,13,0.1,-6,1.7
